Shiga toxin inh: inhibitors of Shiga toxin in Vero cells; Vero cells, Shiga toxin protein synthesis inhibition reporter; inhibition, % at 38.7 µM; 290,000 tested, 9.2% active; in the data active = inhibition mostly above about 28%, no sharp cut-off; inactive = mostly below about 43%; also: 0% is about no effect
Pf growth 48h: inhibits P. falciparum growth in the first generation, 48 h; P. falciparum luciferase growth in erythrocytes, 48 h; Potency, µM (highest dose often 28.7 µM), inactives show top-dose activity change, negative = inhibition, most hits filed as inhibitors; 310,000 tested, 5.9% active; also: potency is read from the fitted curve at half-maximal effect; % is scaled to controls: 0 for no effect and ±100 for the full control effect
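Cell-based growth assay: transgenic P. falciparum expressing firefly luciferase, cultured in red cells within RPMI 1640 containing 0.5% w/v Albumax, 24 mM bicarbonate and gentamycin. A drop in luciferase activity indicates inhibition.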
Sm TGR inh: S. mansoni TGR enzyme inhibition; purified TGR, DTNB reduction, TNB absorbance 405 nm; Q962Y6; Potency, µM (highest dose often 114 µM), without a hit: at the top dose activity change, negative = inhibition, hits mostly inhibitors; 360,000 tested, 3% active; also: potency is read from the fitted curve at half-maximal effect; % is scaled to controls: 0 for no effect and ±100 for the full control effect; nearly all actives have a fitted effect of over 60% in size
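First, TGR (20 nM dispensed) and NADPH were mixed with compound. Second, a 15 min room-temperature incubation followed. Third, further NADPH and then DTNB were added to start the reaction. Finally, TNB absorbance was monitored kinetically.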
CHX counter: counter-screen for Shiga toxin inhibitors: cycloheximide protein synthesis inhibition; cell reporter, cycloheximide protein synthesis inhibition counterscreen; max response, %; 300,000 tested, 12% active; AID 2314; in the data active = max response mostly above about 13%, no sharp cut-off; inactive = mostly below about 14%; also: read at 38.3 µM for the half of the compounds with a filed dose; 0% is about no effect
Giardia FBPA inh: inhibitors of Giardia lamblia fructose-1,6-bisphosphate aldolase. purified Giardia FBPA. Potency, µM (top dose mostly 59.6 µM), without a hit: at the top dose activity, negative = inhibition, most hits filed as inhibitors. 290,000 tested, 0.71% active. A8B2U2; also: potency is read from the fitted curve at half-maximal effect; % is scaled to controls: 0 for no effect and ±100 for the full control effect; nearly all actives have a fitted effect of over 55% in size
Target sequence (A8B2U2 whole entry, looked up): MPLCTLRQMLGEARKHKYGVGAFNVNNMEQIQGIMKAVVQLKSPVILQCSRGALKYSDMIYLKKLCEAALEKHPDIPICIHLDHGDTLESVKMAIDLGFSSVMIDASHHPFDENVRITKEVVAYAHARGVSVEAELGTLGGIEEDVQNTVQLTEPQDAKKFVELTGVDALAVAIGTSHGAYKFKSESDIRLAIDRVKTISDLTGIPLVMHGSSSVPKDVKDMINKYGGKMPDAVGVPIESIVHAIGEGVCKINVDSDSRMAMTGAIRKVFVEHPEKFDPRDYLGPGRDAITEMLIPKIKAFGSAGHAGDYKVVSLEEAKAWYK
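40 nM FBPA preincubated 10 min at RT with compound (up to 57.5 uM final), then substrate plus GAPDH/TPI/NAD/arsenate coupling and diaphorase/resazurin added. Fluorescence read after 20 min at RT, 525/598 nm.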
Pf growth 96h: P. falciparum growth inhibition at 96 hour, primary screen for plastid delayed-death inhibitors. P. falciparum luciferase reporter growth, 96 h. Potency, µM (highest dose often 28.7 µM), for inactives: top-dose activity change, negative = inhibition, actives largely listed as inhibitors. 320,000 tested, 6.9% active. AID 504834; also: potency is read from the fitted curve at half-maximal effect; % is scaled to controls: 0 for no effect and ±100 for the full control effect
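Two parasite generations (96 h, 37 C, 5% CO2) of compound exposure in infected erythrocytes (0.05% parasitemia, 2% hematocrit). Luciferase-reporter P. falciparum; decreased luminescence indicates inhibited growth, aimed at apicoplast-acting delayed death.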
Starred values were filed as active, the others as inactive; ? = inconclusive; . = no result given; [ ] = another dose, or the depositor's remark. Unless noted, calls follow the shape of the dose curve; as a rule, active = well fitted curve in the direction sought with a large enough effect; inconclusive = small, poorly fitted or top-dose-only effect, or another doubt; inactive = no such curve, though single readings can be large; an effect the other way counts as inactive or inconclusive. Compounds as they come. Share with any hit: about 24%.

Compound	Shiga toxin inh	Pf growth 48h	Sm TGR inh	CHX counter	Giardia FBPA inh	Pf growth 96h
CSc1nc(-c2ccco2)nn1S(C)(=O)=O	-9	0%	-32%	-1	1%	.
O=C(NOC(=O)c1ccccc1Cl)c1cccs1	-3	7%	-22%	-1	0%	.
C[N+](C)(C)CCOP(=O)([O-])OC[C@H](O)CO	-14	-7%	-2%	-2	5%	-14%
COc1ccc(C(=O)C2CCCN(C(=O)c3cc(C)nc(C)n3)C2)cc1OC (stereo unspecified)	50*	6%	-28%	24	0%	0%
O=C(OCc1nc2scc(-c3ccccc3)c2c(=O)[nH]1)c1cc(Cl)ccc1[N+](=O)[O-]	-23	-28%	0%	-3	18%	?
COCCNC(=O)c1ccc2c3n(nc2c1)-c1ccc(C)cc1CO3	134*	56%[activator]	19%	59*	5%	37%[activator]
COc1ccc2[nH]c(C)c(-c3csc(N)n3)c2c1	1	0%	0%	-3	-30%	-18%
O=C(Cc1n[nH]c(=O)c2ccccc12)Nc1ccc(-c2nnc3n2CCCCC3)cc1	-6	.	-29%	-2	0%	-43%
O=C1CCN(C(=O)CCCn2c(=O)oc3ccccc32)CC1	30	207%[activator]	-4%	-4	2%	5%
Cc1csc(SCC(=O)Nc2cccc(S(=O)(=O)N3CCOCC3)c2)n1	16	-19%	3%	3	0%	-17%
CCCNC(=O)c1ccccc1NS(=O)(=O)c1ccc2c(c1)OCCO2	10	9.3µM*	2%	1	?	-16%
CCN(CC)S(=O)(=O)c1cccc(NC(=O)c2ccc(SC)cc2OC)c1	19	?	-2%	8	-10%	?
Cn1c(=O)c2c(nc(NCc3ccccc3)n2CC(=O)NCc2ccccc2)n(C)c1=O	-23	-2%	13%	-1	2%	56%[activator]
Oc1ccccc1-c1nnc(COc2ccc(Cl)cc2Cl)o1	74*	33%[activator]	0%	45*	1%	20%
Cc1c(N2C(=O)C(=O)/C(=C(/O)c3ccc(Br)cc3)C2c2cccnc2)c(=O)n(-c2ccccc2)n1C (stereo unspecified)	-3	39%[activator]	-12%	-1	26%	-17%
COc1ccc(-c2[nH]ncc2C=O)cc1	14	30%	0%	12	3%	.
CCn1cc(Cl)c(C(=O)Nc2cccc(CN3CCOCC3)c2)n1	14	33%[activator]	9%	16	.	-5%
Cc1cc(Nc2ccccc2)n(-c2ccccc2)n1	-11	-13%	3%	-3	8%	29%
O=C(NCCO)c1ccc(-c2nnc(Nc3ccc(O)cc3)c3ccccc23)cc1	-8	?	-16%	5	-4%	28%
CC1(C)CC(=O)C2=C(C1)N(c1ccccc1)C(N)=C(C#N)C2c1cccnc1 (stereo unspecified)	-16	?	-18%	1	-20%	13µM*
O=c1nc(N(c2ccccc2)c2ccccc2)[nH]c(=O)[nH]1	-16	7%	-1%	-4	-8%	4%
COc1ccc(-c2nn(CCC#N)cc2C(=O)Nc2ccccc2)cc1OC	16	72%[activator]	?	1	0%	-12%
C/C(=N\NC(N)=S)c1ccncc1	-4	3.3µM*	-16%	-2	?	17%
NC(=O)C1CCN(C2=C(NS(=O)(=O)c3ccc(Cl)cc3)C(=O)c3ccccc3C2=O)CC1	11	?	11µM*	0	?	-6%
CN1C=CC=C/C1=C1\SC(=S)N(Cc2ccccc2)C1=O	-9	12%	2%	4	-5%	71%[activator]
O=C(N/N=C/c1ccc(C(F)(F)F)cc1)c1ccncc1	7	-6%	0%	3	1%	1.7µM*
CC(=O)Nc1ccc(Nc2nc(C)c([N+](=O)[O-])c(N(C)c3ccccc3)n2)cc1	-1	?	-13%	1	-9%	?
CN(C)C1(CNC(=O)Cc2ccccc2F)CCCCC1	22	36%[activator]	-12%	-6	6%	21%
CC1Cc2cc(/C=C3/SC(=S)N(C)C3=O)ccc2O1 (stereo unspecified)	25	164%[activator]	21%	25	0%	77%[activator]
CCCc1cc(=O)[nH]c(-n2[nH]c3c(c2=O)CCCC3)n1	-10	?	-4%	-1	?	?
O=C(CN(Cc1cccs1)C(=O)CNS(=O)(=O)c1ccccc1)NC1CCCC1	-13	-2%	.	-9	0%	317%[activator]
CC(C)c1cc(C(=O)N/N=C/c2ccoc2)c(O)c(C(C)C)c1	4	22%	1%	7	?	?
Cn1nccc1C(=O)N1CCN(c2ccccc2F)CC1	-34	-7%	-2%	10	.	27%
CC(C)CC(NC(=O)c1ccccc1)C(=O)OCC(=O)Nc1ccc(Br)cn1 (stereo unspecified)	-3	27%	-2%	-2	3%	31%[activator]
Cc1ccc(-c2cc(-c3ccccc3)no2)cc1	.	125%[activator]	-4%	.	.	212%[activator]
CCCN(CC(=O)Nc1cc(Cl)ccc1Cl)C(=O)c1ccc2n[nH]nc2c1	.	?	-9%	.	.	-25%
CC(C)CC(NC(=O)C1CCC(C)CC1)C(=O)N1CCN(c2ccccn2)CC1 (stereo unspecified)	-8	.	13%	-5	-3%	-11%
COc1ccc(/C=N/NC(=O)Nc2cccc3nsnc23)cc1	16	27%	3%	4	-28%	52%[activator]
Cc1cc(C(=O)COC(=O)C2COc3ccccc3O2)c(C)n1CC1CCCO1 (stereo unspecified)	-3	6%	-6%	8	3%	5%
CCOc1ccc(-c2cc(C)[n+](CCO)c(-c3ccc(OCC)cc3)c2)cc1	-7	?	2%	-4	5%	?
CN(C)S(=O)(=O)c1ccc(NC(=O)CSc2n[nH]c(=O)n2C2CC2)cc1	-27	2%	5%	-2	0%	-1%
CC(=O)/C(C(=N)N1CCN(C(c2ccccc2)c2ccccc2)CC1)=C(\C)O	-17	-13%	0%	-4	7%	27%
Cc1ccc(SCC(=O)OCC(=O)NCc2ccco2)cc1	.	-24%	?	.	.	-14%
CCc1cc(C(c2cccc(OC)c2)N2CCOCC2)c(NC(=O)c2ccccc2)s1 (stereo unspecified)	61	?	?	38*	2%	?
Cc1cccc(OCCCCCN2CCOCC2)c1	21	1%	-23%	9	-21%	?
CCc1noc(C)c1C(=O)N1CC(C)SC1=Nc1ccc(Cl)cc1 (stereo unspecified)	.	10µM*	0%	.	.	13µM*
CC(C)(C)OC(=O)NCCCC[C@H](NC(=O)c1nc[nH]c1C(=O)NCc1ccccc1)C(=O)OC(C)(C)C	-11	?	0%	9	?	?
N#Cc1nc(Cc2cccc3ccccc23)oc1NCC1CCCO1 (stereo unspecified)	-4	.	-3%	-1	-1%	7.4µM*
CCOC(=O)N1CCC(NC(=O)c2cc3c(-c4ccccc4F)nn(C)c3s2)CC1	-15	.	-14%	-5	1%	?
O=C(C#Cc1ccccc1)c1ccco1	-15	-30%	0.89µM*	-7	-3%	-17%
CN(C(=O)COc1ccccc1C(=O)NCCOc1ccccc1)c1ccccc1	-10	?	12%	-3	12%	?
Cc1ccc(Cl)cc1N1CCN(C(=O)C2CCN(S(=O)(=O)c3c(C)nn(C)c3C)CC2)CC1	-5	8.3µM*	-9%	13	2%	.
CCCCCCNC(=O)N[C@@H](Cc1ccc(O)cc1)C(=O)NCCC[C@H]1CN2C(=NC[C@H]2C)N1CC1CCC1	40*	9.3µM*	?	11	4%	3.3µM*
Cc1ccc(NC(=O)CCC(=O)NNC(=O)Nc2cccc(Cl)c2)c(C)c1	-7	?	-3%	1	9%	-82%
COCc1c(C(=O)N2CCN(c3ccc(C(F)(F)F)cn3)CC2)oc2ccccc12	0	1%	-2%	-2	-7%	.
Cc1cc(C)n2nc(C(=O)N3CCCC(Nc4ccc(C(C)C)cc4)C3)cc2n1 (stereo unspecified)	8	23%	-10%	17	0%	?
Cc1ccc(S(=O)(=O)NCCNC(=O)N2CCOCC2)cc1	-13	.	-6%	-5	3%	0%
COC(=O)c1cn(NC(=O)Cc2ccccc2OC)c(=O)c2ccccc12	-19	11%	8%	-2	12%	?
CNC(=O)NC1CCCc2ccccc21 (stereo unspecified)	-2	22%	1%	-5	-11%	19%
CCN(CC)CCn1c2c(c(SCC(=O)Nc3cc(C)on3)nc1=O)CCCC2	.	?	0%	.	.	-10%

One compound at a time, from the list above. Order of values: Shiga toxin inh, Pf growth 48h, Sm TGR inh, CHX counter, Giardia FBPA inh, Pf growth 96h
CN(C(=O)COc1ccccc1C(=O)NCCOc1ccccc1)c1ccccc1 is listed with -10, ?, 12%, -3, 12%, ?
CCCCCCNC(=O)N[C@@H](Cc1ccc(O)cc1)C(=O)NCCC[C@H]1CN2C(=NC[C@H]2C)N1CC1CCC1 is listed with 40*, 9.3µM*, ?, 11, 4%, 3.3µM*

The list goes on:
Compound	Shiga toxin inh	Pf growth 48h	Sm TGR inh	CHX counter	Giardia FBPA inh	Pf growth 96h
N=c1nc(SCCC(=O)O)ss1	-3	-9%	-8%	-1	-3%	0%
COCCCC1CCN(C(=O)CCc2nnc(CCCCc3ccccc3)o2)CC1	28	?	0%	7	4%	?
COc1ccc(-n2nc3c(c2NC(=O)C(C)Oc2ccccc2)CS(=O)(=O)C3)cc1 (stereo unspecified)	3	0%	-1%	-6	8%	9.3µM*
CC(O)CNc1nc(Cl)c(C#N)s1 (stereo unspecified)	14	9%	5%	2	16%	0%
O=c1ccnc(NCCc2ccccc2)[nH]1	48	22%	3%	29*	1%	.
O=C(NNc1ccccc1C(F)(F)F)c1sccc1Br	-4	-10%	4%	-1	0%	1%
CCc1ccc(OCC(=O)Nc2ccncc2)cc1	.	37%[activator]	-20%	14	11%	?
CCCCC(=O)Nc1ccccc1CC	-11	14%	1%	-2	0%	32%[activator]
CCc1cccc(CC)c1NC(=O)C1SC(=Nc2ccccc2C)C(c2nc3ccccc3s2)=C1N (stereo unspecified)	-4	.	-3%	-5	-1%	7.4µM*
COc1ccc(Cl)cc1S(=O)(=O)Nc1noc2ccccc12	19	14%	21%	-1	0%	30%[activator]
Cc1cc(NC(=O)CCC(=O)N(c2ccc(F)cc2)C(C(=O)NC2CCCC2)c2cccnc2)no1 (stereo unspecified)	2	?	7%	-4	.	-27%
Fc1ccc(CNCc2ccc3c(c2)OCO3)cc1	24	-7%	-9%	-3	?	5%
CCOC(=O)N1CCN(C(=O)c2ccc3oc(CCCc4ccccc4)nc3c2)CC1	81*	-6%	0%	39*	.	10µM*
COc1ccc(OCCOC(=O)c2[nH]c(C)c(C(C)=O)c2C)cc1	30	-21%	3%	27*	-5%	13%
CCN1CCn2c1nc(N1CCCCC1)nc2=O	16	6%	7%	-2	1%	.
O=C(COc1ccc(-n2cnnn2)cc1)Nc1cc(Cl)cc(Cl)c1	.	43%[activator]	6%	.	.	18%
O=C(CN(C1CCCCC1)S(=O)(=O)c1ccc(F)cc1)NCCCO	-4	44%[activator]	0%	-5	0%	-6%
CCOC(=O)c1c(C)[nH]c(C)c1S(=O)(=O)NCc1ccccc1C	-3	-1%	-6%	10	7%	10%
NS(=O)(=O)c1ccc(Nc2ccc3nonc3c2[N+](=O)[O-])cc1	-19	15%	42%[activator]	-1	-6%	43%[activator]
CCOC(=O)C1=C(O)C(=O)NC(c2ccccc2)=C(OCC)C1	20	15%	-10%	10	-19%	?

Grouped by structure: the compounds so far containing a cyano group.
Compound	Shiga toxin inh	Pf growth 48h	Sm TGR inh	CHX counter	Giardia FBPA inh	Pf growth 96h
CC1(C)CC(=O)C2=C(C1)N(c1ccccc1)C(N)=C(C#N)C2c1cccnc1 (stereo unspecified)	-16	?	-18%	1	-20%	13µM*
COc1ccc(-c2nn(CCC#N)cc2C(=O)Nc2ccccc2)cc1OC	16	72%[activator]	?	1	0%	-12%
N#Cc1nc(Cc2cccc3ccccc23)oc1NCC1CCCO1 (stereo unspecified)	-4	.	-3%	-1	-1%	7.4µM*
CC(O)CNc1nc(Cl)c(C#N)s1 (stereo unspecified)	14	9%	5%	2	16%	0%
